# PME-1 primary = blocks human protein phosphatase methylesterase 1; Q9Y570; recombinant PME-1, FP-Rh probe fluorescence polarization; inhibition, % at 5.9 µM; hit rate 0.53% among 320,000;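 active means inhibition above the campaign mean of all compounds plus 3 SD, cut at about 26% in these data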;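 further: competitive labeling of PME-1 active site by serine hydrolase directed probe; 0% = PME-1 with DMSO and 100% = wells lacking PME-1 enzyme; inhibitors block probe labeling so polarization falls and inhibition rises; many of its hits are not listed in these tables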
# AHR act = activates the human aryl hydrocarbon receptor | AHR-responsive luciferase reporter cells, luminescence | activation, % at 5 µM | hit rate 2.5% among 320,000; in the data active means activation above about 47%;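 further: 0% = vehicle wells and 100% = reference agonist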
# MEX-5 binding = C. elegans MEX-5 TCR-2 RNA binding activity; Q9XUB2; AID 1832; MEX-5/FITC-TCR2 RNA binding, fluorescence polarization; stronger effect = lower value; hit rate 0.38% among 300,000; activity score (negative = inhibition of binding), % at 10 µM;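 active means inhibition past about -25% in most replicates, and total fluorescence under double the plate's negative control median, limit read from the data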;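 further: 0% = DMSO and -100% = 5 µM competing unlabeled TCR2 RNA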
# Target sequence (Q9XUB2 whole entry, looked up): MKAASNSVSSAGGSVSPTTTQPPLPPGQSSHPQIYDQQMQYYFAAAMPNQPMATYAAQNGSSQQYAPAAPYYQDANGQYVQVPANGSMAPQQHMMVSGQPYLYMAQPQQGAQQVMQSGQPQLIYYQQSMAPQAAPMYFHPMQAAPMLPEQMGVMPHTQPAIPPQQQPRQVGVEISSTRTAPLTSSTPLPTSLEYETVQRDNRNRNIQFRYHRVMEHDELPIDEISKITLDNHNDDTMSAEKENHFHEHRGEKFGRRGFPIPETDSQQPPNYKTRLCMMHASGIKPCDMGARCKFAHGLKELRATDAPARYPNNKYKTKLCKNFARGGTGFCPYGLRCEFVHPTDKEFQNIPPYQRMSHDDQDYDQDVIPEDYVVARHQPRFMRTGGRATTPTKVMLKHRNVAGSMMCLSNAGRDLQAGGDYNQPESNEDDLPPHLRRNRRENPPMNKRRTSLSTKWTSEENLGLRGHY
# GLD-1 RNA inh = GLD-1-TGE RNA interaction inhibition (C. elegans); Q17339; purified GLD-1 + fluorescein TGE RNA, fluorescence polarization; inhibition, % at 5.96 µM; hit rate 0.44% among 320,000; AID 2280;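 active means percent inhibition above a per-plate cutoff, the plate mean of test compounds plus 3 SD, cut at about 30% in these data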;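 further: 0% = DMSO wells with GLD-1 and probe and 100% = wells lacking GLD-1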
# BCLXL inh = inhibitors of human Bcl-xL. inhibition, % at 10.9 µM. Q07817. GST-Bcl-xL / FITC-Bim BH3 peptide fluorescence polarization. hit rate 0.7% among 320,000;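 active means inhibition above the mean of all tested compounds plus 3 SD, cutoff set per campaign, cut at about 30% in these data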;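 further: 0% = DMSO wells and 100% = unlabeled Bim-BH3 peptide competitor; inhibitors lower millipolarization by displacing the labeled peptide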
# Target sequence (Q07817 whole entry, looked up): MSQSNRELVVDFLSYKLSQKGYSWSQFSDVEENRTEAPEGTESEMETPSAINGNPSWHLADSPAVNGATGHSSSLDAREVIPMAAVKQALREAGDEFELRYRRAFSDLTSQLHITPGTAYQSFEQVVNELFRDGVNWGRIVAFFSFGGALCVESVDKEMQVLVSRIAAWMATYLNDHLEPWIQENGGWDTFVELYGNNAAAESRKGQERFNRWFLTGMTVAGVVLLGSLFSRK
# Fam108B counter = blocks mouse Fam108B hydrolase in RBBP9 counter-screen; recombinant Fam108B, FP-Rh probe fluorescence polarization; inhibition, % at 9.51 µM; hit rate 0.33% among 300,000; AID 1947;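 active means inhibition above the screen mean inhibition plus 3 SD, computed separately per campaign, cut at about 18% in these data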;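 further: inhibitors lower polarization as less probe binds the enzyme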
# PAFAH1B2 FP inh = inhibitors of human PAFAH1B2; inhibition, % at 3.39 µM; hit rate 1.2% among 340,000; recombinant PAFAH1B2, FP-rhodamine activity probe, fluorescence polarization; P68402;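 active means inhibition above the mean of all tested compounds plus 3 SD, cut at about 24% in these data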;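 further: 0% = enzyme with DMSO and 100% = wells lacking PAFAH1B2; many of its hits are not listed in these tables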
# Target sequence (P68402 whole entry, looked up): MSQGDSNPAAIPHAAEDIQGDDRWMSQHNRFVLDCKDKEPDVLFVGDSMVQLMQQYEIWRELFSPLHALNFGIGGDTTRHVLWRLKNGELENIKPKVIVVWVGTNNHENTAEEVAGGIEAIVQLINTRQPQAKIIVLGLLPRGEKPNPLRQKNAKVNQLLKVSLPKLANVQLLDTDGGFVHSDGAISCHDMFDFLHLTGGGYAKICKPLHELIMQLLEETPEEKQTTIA
# MCL1-BIM inh = inhibitors of human MCL1 binding to BIM-BH3 peptide | Q07820 | GST-MCL1 / FITC-Bim-BH3 fluorescence polarization | inhibition, % at 10.9 µM | hit rate 0.68% among 320,000;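 active means inhibition above the mean inhibition of all tested compounds plus 3 SD, set per campaign, cut at about 40% in these data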;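 further: 0% = DMSO wells and 100% = unlabeled Bim-BH3 peptide control; higher means more loss of mP so more displacement of Bim peptide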
# pPAFAH FP inh = inhibitors of human plasma PAF acetylhydrolase (pPAFAH) | recombinant pPAFAH, FP-rhodamine probe fluorescence polarization | inhibition, % at 3.39 µM | AID 463082 | hit rate 1.5% among 330,000;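 active means inhibition above the mean inhibition across the screen plus 3 SD, cut at about 25% in these data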;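 further: inhibitors block binding of the rhodamine activity-based probe so polarization drops; 0% = enzyme with DMSO and 100% = wells lacking pPAFAH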
# Numbers without * were called inactive; . = not tested or not shown. Not all compounds are listed; rates above refer to the full screens.
SMILES,PME-1 primary,AHR act,MEX-5 binding,GLD-1 RNA inh,BCLXL inh,Fam108B counter,PAFAH1B2 FP inh,MCL1-BIM inh,pPAFAH FP inh
COc1cccc2[nH]c(C(=O)NC(C)c3ccccc3)cc12 (configuration not stated),0,7,-0.8,-2,1,1,6,8,0
CCN(CC)c1ccc(/C=c2/sc3nnc(-c4ccccc4C)n3c2=O)cc1,-7,-4,-63*,-69,-52,-13,-10,-82,1
c1ccc(CN2CCN(Cc3nnc(-c4ccccc4)o3)CC2)cc1,-1,1,0.0,-4,4,4,2,1,0
C=CCc1cccc(OC)c1OCCOCCn1ccnc1,2,73*,-3.3,3,1,-2,3,-3,0
Cc1cccc(CN2CCSCC2)c1,-4,3,0.3,1,-4,3,1,6,4
CCN1CCc2c(C#N)c(N3CCCCC3)nc(N3CCOCC3)c2C1,3,7,-3.7,-4,4,-2,-1,9,2
O=C(Nc1ccccc1)Nc1ccc2snnc2c1,-22,22,-3.1,2,-5,-2,-2,4,-2
Cc1cccc(N2C(=O)SC(N(C)c3ccccc3)C2=O)c1 (configuration not stated),14,8,1.6,-6,7,0,4,4,-9
CCc1c(C)sc(NC(=O)c2cccs2)c1C(N)=O,-3,17,-1.5,2,13,5,7,14,-1
NC1=NC(=O)/C(=C/C=C/c2cccs2)S1,-4,2,-1.2,7,7,1,6,6,2
O=S(=O)(Nc1nc2ccccc2s1)c1cnc(Cl)c(Br)c1,-1,18,0.4,-1,6,-2,8,6,3
C[C@H]1CN=C(Nc2ccccc2)N1CCC1CCCCC1,7,3,-1.4,0,3,-3,-5,1,3
Cc1c(/C=C/C(=O)c2ccccc2O)cnn1C,-4,0,-0.2,0,0,-2,-3,4,2
O=C(O)CCCCCNC(=O)/C(=C\c1ccco1)NC(=O)c1ccco1,-2,-2,-3.3,12,24,0,-1,30,1
O=C(NCc1ccccc1Cl)NC(=O)c1ccccc1,4,8,3.8,6,-4,3,1,-7,-4
CCCCn1nc(C(=O)Nc2ccc(S(=O)(=O)Nc3ncccn3)cc2)c2ccccc2c1=O,-2,3,2.5,-1,4,1,-2,-1,-2
COc1ccc(CNC(=O)C2CCC(=O)N(CCCN3CCCC3=O)C2)cc1 (configuration not stated),-3,0,-1.8,2,0,0,1,-13,-9
CCOC(=O)C1CCCN(Cc2ccc(OC)cc2OC)C1 (configuration not stated),5,0,-0.5,9,5,3,0,7,0
CN(C)CCCn1c(N)c(S(=O)(=O)c2ccccc2)c2nc3ccccc3nc21,6,-4,-3.4,-1,2,3,.,-2,1
CCC(Sc1nc2cc(OC)c(OC)cc2c(=O)n1Cc1ccco1)C(=O)NCCOC (configuration not stated),23,-2,-1.1,7,10,2,-1,7,3
O=C(NCc1ccccc1)[C@@H]1C[C@H]1[C@@H](NP(=O)(c1ccccc1)c1ccccc1)c1ccccc1,0,3,0.2,-8,5,1,-3,4,1
O=C(/C=C\c1ccc2c(c1)OCO2)Nc1nnc(SCC(=O)OCc2ccccc2)s1,0,3,1.7,5,1,-6,.,6,2
COC(=O)C1CCN(C(=O)[C@H](C)NC(=O)C2CC(=O)N(c3ccc(F)cc3)C2)CC1 (some centres not stated),-2,2,2.4,-1,3,5,3,-5,5
O=C(/C=C/c1ccccc1)NC1CC2CCCC(C1)N2Cc1ccccc1 (configuration not stated),-4,4,-2.9,8,2,0,.,7,-3
Cc1ccnc(NC(=O)c2ccc(NC(=O)c3ccco3)cc2)c1,-5,-4,0.5,-2,0,-4,-2,-6,7
O=C(CSc1nnc(-c2ccccc2)n1-c1ccc(Cl)cc1)NC1CCS(=O)(=O)C1 (configuration not stated),3,5,-1.2,9,0,2,9,-2,6
COc1ccc(S(=O)(=O)N2CN(Cc3ccco3)c3nc4ccccc4nc32)cc1,8,1,-0.2,8,9,2,16,10,1
CC(C)(C)C(=O)Nc1nnc(SCC(=O)NCc2cccs2)s1,-7,1,-0.2,2,1,-6,17,0,2
CN1CCN(C(=O)COCc2cc(-c3ccc4c(c3)OCO4)on2)CC1,-3,2,-0.4,7,4,-2,0,3,2
CN1CCN(c2oc(-c3ccccc3Cl)nc2S(=O)(=O)c2ccccc2)CC1,10,-1,-2.3,3,6,2,-1,7,1

# Some of the entries above, set out differently.
# Every second line gives: PME-1 primary	AHR act	MEX-5 binding	GLD-1 RNA inh	BCLXL inh	Fam108B counter	PAFAH1B2 FP inh	MCL1-BIM inh	pPAFAH FP inh
> CCC(Sc1nc2cc(OC)c(OC)cc2c(=O)n1Cc1ccco1)C(=O)NCCOC (configuration not stated)
    23	-2	-1.1	7	10	2	-1	7	3
> O=C(NCc1ccccc1)[C@@H]1C[C@H]1[C@@H](NP(=O)(c1ccccc1)c1ccccc1)c1ccccc1
    0	3	0.2	-8	5	1	-3	4	1
> O=C(/C=C\c1ccc2c(c1)OCO2)Nc1nnc(SCC(=O)OCc2ccccc2)s1
    0	3	1.7	5	1	-6	.	6	2
> COC(=O)C1CCN(C(=O)[C@H](C)NC(=O)C2CC(=O)N(c3ccc(F)cc3)C2)CC1 (some centres not stated)
    -2	2	2.4	-1	3	5	3	-5	5
> O=C(/C=C/c1ccccc1)NC1CC2CCCC(C1)N2Cc1ccccc1 (configuration not stated)
    -4	4	-2.9	8	2	0	.	7	-3
> Cc1ccnc(NC(=O)c2ccc(NC(=O)c3ccco3)cc2)c1
    -5	-4	0.5	-2	0	-4	-2	-6	7
> O=C(CSc1nnc(-c2ccccc2)n1-c1ccc(Cl)cc1)NC1CCS(=O)(=O)C1 (configuration not stated)
    3	5	-1.2	9	0	2	9	-2	6
> COc1ccc(S(=O)(=O)N2CN(Cc3ccco3)c3nc4ccccc4nc32)cc1
    8	1	-0.2	8	9	2	16	10	1
> CC(C)(C)C(=O)Nc1nnc(SCC(=O)NCc2cccs2)s1
    -7	1	-0.2	2	1	-6	17	0	2
> CN1CCN(C(=O)COCc2cc(-c3ccc4c(c3)OCO4)on2)CC1
    -3	2	-0.4	7	4	-2	0	3	2
> CN1CCN(c2oc(-c3ccccc3Cl)nc2S(=O)(=O)c2ccccc2)CC1
    10	-1	-2.3	3	6	2	-1	7	1

# The list continues.
SMILES,PME-1 primary,AHR act,MEX-5 binding,GLD-1 RNA inh,BCLXL inh,Fam108B counter,PAFAH1B2 FP inh,MCL1-BIM inh,pPAFAH FP inh
CC(=O)NC(C(=O)NCC(N)=O)C(C)C (configuration not stated),-6,0,0.6,-2,5,0,-1,1,-4
Cn1c(=O)c2c(nc(OCc3ccccc3)n2C)n(C)c1=O,-6,5,-1.6,-1,5,0,10,-4,2
CCOc1ccc(CCNC(=O)C2CCCN(C(=O)N(C)C)C2)cc1OCC (configuration not stated),-6,-3,-0.5,-3,4,-3,4,-2,2
O=[N+]([O-])c1ccc(COn2nnc3ccccc32)cc1,6,-7,0.0,0,-6,-6,1,-4,5
S=C(NCc1ccccc1)NN1CCOCC1,0,2,0.8,-3,-1,4,6,2,2
O=C(CN1C(=O)CSc2ccccc21)Nc1ccccc1C(=O)N1CCOCC1,-3,10,-0.6,11,-4,-3,-1,6,2
COCCN(C(=O)CNC(=O)c1ccco1)C(C(=O)NC1CCCC1)c1cccs1 (configuration not stated),1,2,1.5,-2,9,-4,2,10,3
CC(NC(=O)C(=O)N1CCOCC1)C(c1cccs1)N1CCN(c2ccc(F)cc2)CC1 (configuration not stated),-2,-3,0.1,0,8,2,3,8,3
CN(C)CCCNCC(=O)NN(c1ccccc1)c1ccccc1,1,0,-3.5,1,-1,-4,.,6,2
COc1ccccc1N1CCN(C(=O)CN(Cc2ccccc2)S(C)(=O)=O)CC1,-3,0,-5.8,8,4,-4,2,1,-1
CSc1cccc(NC(=S)N2CCC(N(C)C3CCCCCC3)CC2)c1,1,2,1.2,-5,-4,5,-2,-1,1
O=C(/C=C/c1ccc2c(c1)OCO2)NCCS(=O)(=O)N1CCN(c2ccc(F)cc2)CC1,9,2,-0.7,7,3,0,5,2,-1
CCOc1ccc(N(CC(=O)N2CCCC2)S(=O)(=O)c2ccc(F)cc2)cc1,24,3,1.9,4,-1,1,0,-5,-5
CCOC(=O)N1CCN(c2c(-c3ccc(C)cc3)c(=O)c2=O)CC1,-4,-5,2.3,2,6,-2,6,10,2
COC(=O)[C@@H](Cc1ccccc1)N(Cc1ccccc1)S(=O)(=O)N(Cc1ccccc1)[C@H](Cc1ccccc1)C(=O)OC,.,0,.,6,.,.,7,.,-8
Cn1c(=O)c2c(nc(Br)n2CCSc2nnnn2-c2ccccc2)n(C)c1=O,7,0,0.7,4,0,-5,2,3,-1
O=C(Oc1cccc([N+](=O)[O-])c1)c1ccc2c(=O)n3c(nc2c1)CCC3,7,3,.,3,-3,.,-2,-6,-2
O=C(NNc1cc(N2CCOCC2)nc(N2CCOCC2)n1)C12CC3CC(CC(C3)C1)C2,-10,6,2.8,9,0,0,16,-2,2
COCc1[nH]nc2c1C(c1ccc(OC)c(OC)c1)C(C#N)=C(N)O2 (configuration not stated),-4,-3,-2.9,-1,13,-2,-5,0,3
CCOC(=O)C1=C(CS(=O)(=O)c2ccccc2)NC(=O)NC1c1cccc(OC)c1 (configuration not stated),2,16,-2.7,-7,1,1,7,6,1
COc1ccc(F)cc1S(=O)(=O)Nc1ccncc1,-3,0,-2.6,4,-5,-4,5,-6,-5
C/C(=N\NC(=O)Cc1cccn1C)c1cccc2ccccc12,1,5,1.9,1,-4,3,8,-9,14
Fc1cc(F)cc(NC(=S)NN2CCOCC2)c1,-4,0,-2.0,-2,4,-2,-1,8,6
O=C(c1ccco1)N1CCN(C(=O)C2CC2)CC1,-3,2,1.1,3,2,0,2,5,-3
COc1ccccc1NC(=O)Nc1nc(CC(=O)Nc2ccccc2F)cs1,4,25,-0.9,1,6,2,4,4,4
COc1ccc(C)cc1NCC(=O)Nc1ccc(C(C)(C)C)cc1,7,24,1.4,3,0,-2,1,-4,16
CN(CC(=O)Nc1ccccc1C(F)(F)F)C(=O)C1CCN(S(=O)(=O)c2ccc3c(c2)OCCO3)CC1,3,-2,0.5,7,-6,0,-1,-18,0
Cc1ccc(NC(=O)CSCc2cc(=O)n3cc(C)sc3n2)cc1,2,4,0.9,6,2,1,-4,-1,-5
COc1ccc(CC(=O)NC(C)CCc2ccccc2)cc1 (configuration not stated),4,2,0.1,2,4,2,11,1,6
COc1ccc(Cl)cc1Nc1nc2ccc(C)cc2n2cnnc12,-3,22,5.5,-2,5,-5,3,2,5
CCOC(=O)N1CCC(NS(=O)(=O)c2cc(C(=O)OC)n(C)c2)CC1,2,-3,-0.5,5,3,0,5,7,1
COc1ccc(Cl)cc1C(=O)Nn1cnnc1,1,-1,-0.3,7,2,2,-2,8,4
CC(Oc1ccccc1)C(=O)Nc1ccccc1F (configuration not stated),-2,-8,-1.1,2,-4,3,-1,0,3
Nc1c(-c2ccc(Cl)cc2)cnc2c(-c3ccc(F)cc3)cnn12,5,7,0.0,-6,-2,-2,5,-1,-2
O=C(CN1CCN(Cc2ccccc2)CC1)N/N=C/c1ccco1,-2,2,-1.0,0,3,2,6,-5,7
